Screens (PubChem)
ATXN2 expr inh = ATXN2 expression inhibition; HEK-293 ATXN2-luciferase reporter, luminescence, 24 h; Potency, µM (series often up to 57 µM), without a hit: at the highest dose activity change, negative = inhibition, actives largely listed as inhibitors; 360,000 tested, 0.72% active; AID 1745845; further: potency means the concentration at half of the fitted maximal effect; on the % scale 0 is the no-effect control and ±100 the full control effect; nearly all actives have a fitted effect of over 55% in size
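qHTS (up to 57 uM final) was run with 24 h compound exposure of reporter cells at 37 °C. Each well was multiplexed: SteadyGlo luminescence measured ATXN2-luciferase expression after a fluorogenic Gly-Phe-AFC viability readout (25 uM final).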
IL-1B inflam inh = inhibitors of inflammasome signaling (IL-1 beta secretion). THP-1 LPS/ATP IL-1B secretion, AlphaLISA, 16 h; active compounds read low. activity change, % at 57.5 µM. 360,000 tested, 4.7% active. AID 743279; in the data active means activity change below about -50%; inconclusive means mostly about -30% to -49%; further: on the % scale 0 is the no-effect control and ±100 the full control effect
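Secreted IL-1B measured by AlphaLISA bead assay after 16 h compound exposure of THP-1 cells; compounds (final up to 57.5 uM) added 1 h before LPS (250 ng/mL) and ATP (1.25 mM) stimulation; lower signal means less secretion.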
HepG2 viability = HepG2 cytotoxicity, counter-screen for TGF-b inhibitors; 410,000 tested, 0.76% active; HepG2 CAGA-GFP viability, ATP luminescence, 18 h; AID 588856; Potency, µM (top dose mostly 46.1 µM), inactives show top-dose activity change, negative = cytotoxicity, actives largely listed as cytotoxic; further: potency means the concentration at half of the fitted maximal effect; some results filed as inactive show a strong effect at the top dose
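HepG2 CAGA-GFP cells (1000/well, DMEM with 1% FBS) received compound, then TGF-beta at 500 pg/mL final, and were incubated 18 hours at 37 degrees C. Viability was read by CellTiter-Glo luminescence. Media-only wells were set as complete cell-killing and DMSO as no toxicity.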
HT1080 IDH1KD tx = toxicity to HT-1080 IDH1 knockdown cells (counter line) | HT-1080 IDH1 knockdown viability, ATP luminescence, 48 h | Potency, µM (top dose mostly 46.1 µM), for the others: top-dose activity, negative = toxicity, actives largely listed as cytotoxic | 360,000 tested, 2% active;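 further: potency means the concentration at half of the fitted maximal effect; 0% = DMSO wells and -100% = cell-free medium wells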
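Viability of IDH1-knockdown HT-1080 fibrosarcoma cells was assessed by CellTiter-Glo after 48 h at 37 °C with titrated compound; concentration-effect curves were classified by fit quality and response size.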
HT1080-NT tox = kills 2HG-producing HT-1080-NT fibrosarcoma cells; HT-1080-NT fibrosarcoma viability, CellTiter-Glo ATP luminescence, 48 h; 360,000 tested, 1.6% active; AID 686970; Potency, µM (top dose mostly 46.1 µM), for the others: top-dose activity, negative = less viability, most hits filed as cytotoxic;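 further: NT is the 2HG producing partner of a matched IDH1 knockdown line; potency means the concentration at half of the fitted maximal effect; 0% = DMSO-treated cells and -100% = media-only wells without cells; nearly all actives have a fitted effect of over 55% in size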
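750 cells/well, RPMI + 5% FBS; 2 h settle, compound pin-transfer, 48 h at 37 degrees C. CellTiter-Glo 10 min RT, luminescence. Normalized to DMSO and media-only wells.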
MCF10A rerep = inducers of DNA re-replication in MCF 10A breast cells | MCF 10A DNA re-replication, Hoechst nuclear intensity, 48 h | Potency, µM (series often up to 46.1 µM), without a hit: at the top dose activity, positive = re-replication, most hits filed as activators | 350,000 tested, 2.9% active; further: potency means the concentration at half of the fitted maximal effect; % of control where 0% means no effect; nearly all actives have a fitted effect of over 50% in size
S2 tox = reduces viability in counter-screen for ATXN expression inhibitors. S2 cells (HEK-293 line with an ATXN2-luciferase reporter) viability, CellTiter-Fluor protease fluorescence, 24 h. Potency, µM (top dose mostly 56.7 µM), actives largely listed as cytotoxic. 400,000 tested, 0.49% active; further: potency means the concentration at half of the fitted maximal effect; nearly all actives have a fitted effect of over 40% in size
SW480 rerep = inducers of DNA re-replication in SW480 colon cancer cells; AID 624297; Potency, µM (highest dose often 46.1 µM), without a hit: at the top dose re-replication activation, most hits filed as activators; 340,000 tested, 1.8% active; SW480 DNA re-replication, Hoechst DNA content imaging, 48 h; further: potency means the concentration at half of the fitted maximal effect; % of control where 0% means no effect; nearly all actives have a fitted effect of over 55% in size
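Compounds, transferred as 23 nL by pin tool, were incubated with cells for 48 hr; DNA content per nucleus was then quantified by Hoechst staining and fluorescence plate imaging.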
KB-3-1 cytotox = KB-3-1 parental cell cytotoxicity; KB-3-1 viability, CellTiter-Glo ATP luminescence, 72 h; Potency, µM (highest dose often 46.1 µM), for inactives: at the top dose activity change, negative = cytotoxic, hits mostly cytotoxic; 400,000 tested, 1.4% active; AID 1347075; further: potency means the concentration at half of the fitted maximal effect; on the % scale 0 is the no-effect control and ±100 the full control effect; nearly all actives have a fitted effect of over 60% in size
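Parental KB-3-1 viability, qHTS format: 72 h compound exposure, 37 °C; CellTiter-Glo; media-only wells and DMSO plates as controls; concentration-effect fits on corrected data.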
An asterisk follows results filed as active; i = inactive; u = inconclusive; x = not tested or not shown; [ ] = remark or other dose. Unless noted, the call rests on the fitted dose curve; in most records, active means well fitted curve in the direction sought with a large enough effect; inconclusive means small, poorly fitted or top-dose-only effect, or another doubt; inactive means no such curve, though single readings can be large; an effect the other way counts as inactive or inconclusive.

Second line of a record: ATXN2 expr inh, IL-1B inflam inh, HepG2 viability, HT1080 IDH1KD tx, HT1080-NT tox, MCF10A rerep, S2 tox, SW480 rerep, KB-3-1 cytotox
> O=C(NCc1cccnc1)c1cnn2ccccc12
 : 16%, 18, 2%, -1%, 1%, -1%, i, -14%, 1%
> Cc1ccc(C(=O)CCNc2cccc(Br)c2)o1
 : 3%, -13, -12%, -2%, 1%, u, i, 0%, -2%
> Cc1ccccc1C(=O)NC(=S)NCC(=O)c1ccccc1
 : 4%, 20, 3%, 10%, 11%, u, i, -3%, 17%
> Cc1oc(-c2ccccc2)nc1CS(=O)CC(=O)N1CCc2ccccc2C1 (configuration not stated)
 : -8%, 11, 1%, -4%, 7%, -2%, i, 15%, 1%
> O=C(CCC1CCCN(C(=O)c2ccc3c(c2)OCO3)C1)N1CCN(c2ccccn2)CC1 (configuration not stated)
 : -16%, -10, -10%, -4%, 10%, 1%, i, u, -14%
> Cc1cc(C)c(C)c(S(=O)(=O)N2CCN(C(=O)c3cc(=O)[nH]c4ccccc34)CC2)c1C
 : 3%, 0, -36%, u, u, 14%, i, -1%, 21%
> Cc1nn(-c2nc3ccccc3s2)c(N)c1Sc1ccc(F)cc1
 : -14%, 46, -20%, 4%, -3%, 1%, i, -3%, -8%
> Cc1cccc(NC(=O)/C(C#N)=C/c2ccc[nH]2)c1C
 : 22%, 15, -47%, 0%, 0%, 4%, i, u, -11%
> CCn1c(C(=O)N2CCC(C(=O)NCc3cccs3)CC2)cc2sccc21
 : -13%, 7, -14%, 4%, -17%, 1%, i, 1%, 14%
> O=C(Nc1ncccn1)c1cc(-c2ccc(F)cc2)nc2ccccc12
 : -2%, u, -11%, 1%, -4%, -14%, i, u, 8%
> CS(=O)(=O)Nc1ccc(C(=O)NCC2CCCO2)cc1 (configuration not stated)
 : -1%, 1, 9%, 10%[9.24 µM], 10%, -2%, i, -4%, -5%
> COc1cccc(NS(=O)(=O)c2ccc3c(c2)CCCN3C(=O)C2CCC2)c1
 : -30%, x, -41%, x, x, x, i, x, -4%
> COc1ccc(N(CC(=O)N2CCCC(C)C2)S(=O)(=O)c2c(C)nn(C)c2C)cc1 (configuration not stated)
 : 8%, 5, -1%, 0%, 6%, -2%, i, -3%, 4%
> CCCN(CCC)Cc1cc(=O)oc2cc(OC)ccc12
 : 12%, 0, -52%, -10%, -14%, x, i, x, 0%
> O=C(O)CC1(CC(=O)Nc2ccc(F)cc2F)CCCCC1
 : x, 15, -3%, 5%, 10%, 11%, i, -14%, 2%

Three structures out of the list, sorted by number of heavy atoms, ascending:
Second line of a record: ATXN2 expr inh, IL-1B inflam inh, HepG2 viability, HT1080 IDH1KD tx, HT1080-NT tox, MCF10A rerep, S2 tox, SW480 rerep, KB-3-1 cytotox
> Cc1ccc(C(=O)CCNc2cccc(Br)c2)o1
 : 3%, -13, -12%, -2%, 1%, u, i, 0%, -2%
> Cc1cc(C)c(C)c(S(=O)(=O)N2CCN(C(=O)c3cc(=O)[nH]c4ccccc34)CC2)c1C
 : 3%, 0, -36%, u, u, 14%, i, -1%, 21%
> O=C(CCC1CCCN(C(=O)c2ccc3c(c2)OCO3)C1)N1CCN(c2ccccn2)CC1 (configuration not stated)
 : -16%, -10, -10%, -4%, 10%, 1%, i, u, -14%

Back to the main list, starting 5 compounds before the break.
Second line of a record: ATXN2 expr inh, IL-1B inflam inh, HepG2 viability, HT1080 IDH1KD tx, HT1080-NT tox, MCF10A rerep, S2 tox, SW480 rerep, KB-3-1 cytotox
> CS(=O)(=O)Nc1ccc(C(=O)NCC2CCCO2)cc1 (configuration not stated)
 : -1%, 1, 9%, 10%[9.24 µM], 10%, -2%, i, -4%, -5%
> COc1cccc(NS(=O)(=O)c2ccc3c(c2)CCCN3C(=O)C2CCC2)c1
 : -30%, x, -41%, x, x, x, i, x, -4%
> COc1ccc(N(CC(=O)N2CCCC(C)C2)S(=O)(=O)c2c(C)nn(C)c2C)cc1 (configuration not stated)
 : 8%, 5, -1%, 0%, 6%, -2%, i, -3%, 4%
> CCCN(CCC)Cc1cc(=O)oc2cc(OC)ccc12
 : 12%, 0, -52%, -10%, -14%, x, i, x, 0%
> O=C(O)CC1(CC(=O)Nc2ccc(F)cc2F)CCCCC1
 : x, 15, -3%, 5%, 10%, 11%, i, -14%, 2%
> CC(=O)Nc1ccc(N2C(=O)CSC2c2c(F)cccc2Cl)cc1 (configuration not stated)
 : x, -12, 7%, -11%, -5%, 9%, x, -15%, u
> CCCN1C(=O)/C(=C2\SC(=S)N(c3c(C)n(C)n(-c4ccccc4)c3=O)C2=O)c2ccccc21
 : -7%, x, -23%, 9%, 21%, -16%, i, -16%, 23%
> CCN(CC)CCOC(=O)c1ccc(NC(=O)Cn2ncc3c2-c2cc(C)ccc2OC3)cc1
 : -24%, x, -41%, x, x, x, u, x, 8%
> Cc1ccc(NS(=O)(=O)c2cccc(C(=O)OCC(=O)NCc3ccco3)c2)cc1
 : -4%, 41, -4%, 7%, 6%, 16%, i, 0%, 2%
> Cc1ccc(C(=O)NCC(=O)OCC(=O)N(CC(C)C)c2c(N)n(Cc3ccccc3)c(=O)[nH]c2=O)s1
 : x, 8, -67%, 2%, 8%, x, i, x, 1%
> O=S(=O)(c1cccs1)N1CN(Cc2cccs2)c2nc3ccccc3nc21
 : 1%, -10, -10%, -17%, -18%, u, u, 19%, -27%
> Cc1ccc(N=C(NO)c2nonc2N)c(C)c1
 : 17%, u, -4%, -6%, 1%, 0%, i, -38%[inhibitor], -1%
> O=S(=O)(NN1CCOCC1)c1ccc(Cl)s1
 : -24%, 8, -18%, 1%, 12%, -2%, i, 1%, 25%
> O=c1nc(-c2ccccc2)c2cc(Br)ccc2[nH]1
 : -2%, -24, -12%, 10%, -1%, -15%, i, u, 1%
> NC(=O)c1c(NC(=O)CSc2nnc(Cc3ccccc3)n2Cc2ccco2)sc2c1CCC2
 : u, -5, -18%, u, -5%, 5%, i, 2%, 11%
> COc1ccc(S(=O)(=O)N2CCOC23CCN(C(=O)c2c(F)cccc2Cl)CC3)cc1
 : 3%, -8, -7%, 17%, 17%, 14%, i, -3%, 0%
> CCc1ccc(NC(=O)c2sccc2-n2cccc2)cc1
 : 19%, -7, -31%, -2%, -13%, 25%, i, 4%, 0%
> O=C(CSc1nc(-c2ccccc2)cs1)Nc1cccc([N+](=O)[O-])c1
 : 8%, -3, -6%, -22%, -24%, 15%, i, 0%, -16%
> O=C(NC(=Nc1nc2ccccc2o1)NC(=O)c1ccccc1)c1ccccc1
 : 36%, -16, -11%, -2%, 19%, u, i, -1%, -4%
> CCOC(=O)C(C)n1cnc2c(nnn2-c2ccc(C)cc2)c1=O (configuration not stated)
 : 25%, 0, -36%, 7%, 3%, -10%, i, -17%, -9%

An excerpt from above in order of their number in SW480 rerep, smallest number first.
compound | IL-1B inflam inh | SW480 rerep
O=C(NC(=Nc1nc2ccccc2o1)NC(=O)c1ccccc1)c1ccccc1 | -16 | -1%
Cc1ccc(NS(=O)(=O)c2cccc(C(=O)OCC(=O)NCc3ccco3)c2)cc1 | 41 | 0%
O=S(=O)(NN1CCOCC1)c1ccc(Cl)s1 | 8 | 1%

(list continues)
Second line of a record: ATXN2 expr inh, IL-1B inflam inh, HepG2 viability, HT1080 IDH1KD tx, HT1080-NT tox, MCF10A rerep, S2 tox, SW480 rerep, KB-3-1 cytotox
> CCN(CC)CCNC(=O)c1cccc(NC(=O)C(=O)c2ccccc2NC(C)=O)c1
 : -6%, -20, 10%, -9%, -4%, 6%, i, -9%, 10%
> Cc1cc(=O)c2cc(C(=O)Nc3ccccc3C)ccc2[nH]1
 : -31%, x, -8%, x, x, x, i, x, 13%
> CCOc1cc(N2CCOCC2)c(OCC)cc1NC(=O)Cn1nc(C)c([N+](=O)[O-])c1C
 : 2%, -2, 4%, 3%, 4%, u, u, -64%[inhibitor], 0%
> COC(CNC(=O)c1cccnc1)OC
 : x, 0, -1%, 6%, 1%, 2%, i, 0%, 5%
> O=S(=O)(c1cccs1)N1CCC2(CC1)OCCN2S(=O)(=O)c1ccccc1
 : -14%, 17, -8%, -21%, -7%, u, i, -55%[inhibitor], 0%
> COc1ccc(C(N)CCc2ccc(C)o2)cc1 (configuration not stated)
 : -11%, u, 2%, -12%, -12%, -2%, i, -5%, 0%
> CCOC(=O)c1ccc(COC(=O)CNS(=O)(=O)c2ccccc2)cc1
 : x, 8, 1%, 9%, 6%, -7%, i, -38%[inhibitor], -1%
> Cc1ccc2sc(N(CCN(C)C)C(=O)c3ccc(S(=O)(=O)N4CC(C)OC(C)C4)cc3)nc2c1C (configuration not stated)
 : -16%, -65*, -2%, -29%, -7%, -1%, i, 0%, -9%
> COc1ccc2nc(-c3ccccc3)[nH]c(=O)c2c1
 : 8%, -10, -31%, 11%, 13%, -1%, i, -6%, 0%
> CC1CN(C(=O)c2ccc(CNS(=O)(=O)c3cccc(C(F)(F)F)c3)cc2)CC(C)O1 (configuration not stated)
 : -8%, 0, -32%, -12%, -5%, -21%, i, -3%[9.22 µM], -3%
> O=C(N/C(=C\c1cccnc1)C(=O)N1CCC(O)CC1)c1ccccc1
 : 6%, 3, -3%, 4%, 11%, -1%, i, 0%, 13%
> CC(=O)N1CCc2cc(S(=O)(=O)NC(C)c3ccccc3)ccc21 (configuration not stated)
 : -20%, 46, -5%, -6%, -4%, 11%, i, -8%, u
> CCCc1c(-c2cccc(Br)c2)ncn1Cc1ccccc1OC
 : -38%, -17, x, u, u, x, u, x, u
> CC(C)(C)c1ccc(-n2ncc3c2CCCC3NC(=O)c2cnccn2)cc1 (configuration not stated)
 : -15%, -82*, -51%, -5%, -20%, 19%, i, u, u
> COc1ccc(OC)c(NC(=O)CSc2nc3c(c(=O)n(C)c(=O)n3C)n2C)c1
 : -5%, 12, 5%, 9%, -4%, -13%, i, -9%, 2%
> COC(=O)c1[nH]cnc1C(=O)c1ccccc1
 : 1%, 12, 8%, -2%, 15%, 3%, i, 0%, 4%

Not a hit list; any-hit rate near 8.9%.
